Assay outcomes from PubChem.
TbPYK inhibitor – blocks Trypanosoma brucei pyruvate kinase. Q57TT1. TbPYK enzyme, Kinase-Glo Plus ATP luminescence, 45 min. Potency, µM (top dose mostly 76.8 µM), for the others: top-dose activity, negative = inhibition, actives largely listed as inhibitors. 410,000 compounds, 0.12% hits; note: potency is the fitted concentration of half-maximal effect; nearly all actives have a fitted effect of over 50% in size
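ADP (130 uM final) triggers the TbPYK reaction after compound addition; incubation is 45 min at room temperature. Kinase-Glo Plus is then added and luminescence imaged. Normalized data are fitted to concentration-effect curves.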
AmpC no deterg – blocks E. coli AmpC beta-lactamase in detergent-free assay; 330,000 compounds, 0.52% hits; Potency, µM (series often up to 57.1 µM), for inactives: at the top dose activity change, negative = inhibition, most hits filed as inhibitors; AmpC nitrocefin hydrolysis, absorbance 480 nm, 0.0001% Triton; AID 485341;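 note: potency is the fitted concentration of half-maximal effect; plate controls were no compound for no effect and no enzyme for full effect; nearly all actives have a fitted effect of over 20% in size; some results filed as inactive show a strong effect at the top dose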
Target sequence (P00811 whole entry, looked up): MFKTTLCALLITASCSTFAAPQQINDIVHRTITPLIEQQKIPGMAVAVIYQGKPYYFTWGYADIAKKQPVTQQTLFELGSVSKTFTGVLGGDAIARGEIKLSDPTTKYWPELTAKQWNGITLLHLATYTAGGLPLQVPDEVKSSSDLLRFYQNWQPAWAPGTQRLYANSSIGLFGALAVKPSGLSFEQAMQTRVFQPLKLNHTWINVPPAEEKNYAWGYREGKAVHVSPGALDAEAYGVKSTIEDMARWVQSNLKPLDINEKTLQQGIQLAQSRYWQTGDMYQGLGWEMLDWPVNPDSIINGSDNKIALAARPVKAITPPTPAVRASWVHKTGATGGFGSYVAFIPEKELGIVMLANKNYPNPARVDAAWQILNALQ
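AmpC (5.3 nM in the dispensed reagent) in 20 mM phosphate pH 7.0 with 0.01% (detergent screen) or 0.0001% Triton X-100 was preincubated with compounds for 15 min at room temperature. Nitrocefin was then added from an 800 uM solution, and hydrolysis was followed at 480 nm.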
AmpC detergent – blocks E. coli AmpC beta-lactamase in detergent assay | P00811 | AmpC hydrolysis of nitrocefin, absorbance 480 nm, 0.01% Triton | Potency, µM (titrated, usually from 114 µM), without a hit: at the highest dose activity change, negative = inhibition, actives largely listed as inhibitors | 370,000 compounds, 0.041% hits;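 note: potency is the fitted concentration of half-maximal effect; 0% = no-compound wells and -100% = no-enzyme wells; nearly all actives have a fitted effect of over 25% in size; some results filed as inactive show a strong effect at the top dose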
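AmpC (5.3 nM in the dispensed reagent) in 20 mM phosphate pH 7.0 with 0.01% (detergent screen) or 0.0001% Triton X-100 was preincubated with compounds for 15 min at room temperature. Nitrocefin was then added from an 800 uM solution, and hydrolysis was followed at 480 nm.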
Sm TGR block – S. mansoni TGR enzyme inhibition | purified TGR, DTNB reduction, TNB absorbance 405 nm | Q962Y6 | AID 485364 | Potency, µM (top dose mostly 114 µM), for inactives: top-dose activity change, negative = inhibition, most hits filed as inhibitors | 360,000 compounds, 3% hits; note: potency is the fitted concentration of half-maximal effect; nearly all actives have a fitted effect of over 60% in size
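First, TGR (20 nM dispensed) and NADPH were mixed with compound. Second, a 15 min room-temperature incubation followed. Third, further NADPH and then DTNB were added to start the reaction. Finally, TNB absorbance was monitored kinetically.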
LmPK inh – inhibitors of Leishmania mexicana pyruvate kinase; 290,000 compounds, 0.37% hits; Q27686; purified LmPK, Kinase-Glo ATP luminescence, 1 h; Potency, µM (top dose mostly 57.5 µM), without a hit: at the top dose activity change, negative = inhibition, hits mostly inhibitors; note: potency is the fitted concentration of half-maximal effect
Target sequence (Q27686 whole entry, looked up): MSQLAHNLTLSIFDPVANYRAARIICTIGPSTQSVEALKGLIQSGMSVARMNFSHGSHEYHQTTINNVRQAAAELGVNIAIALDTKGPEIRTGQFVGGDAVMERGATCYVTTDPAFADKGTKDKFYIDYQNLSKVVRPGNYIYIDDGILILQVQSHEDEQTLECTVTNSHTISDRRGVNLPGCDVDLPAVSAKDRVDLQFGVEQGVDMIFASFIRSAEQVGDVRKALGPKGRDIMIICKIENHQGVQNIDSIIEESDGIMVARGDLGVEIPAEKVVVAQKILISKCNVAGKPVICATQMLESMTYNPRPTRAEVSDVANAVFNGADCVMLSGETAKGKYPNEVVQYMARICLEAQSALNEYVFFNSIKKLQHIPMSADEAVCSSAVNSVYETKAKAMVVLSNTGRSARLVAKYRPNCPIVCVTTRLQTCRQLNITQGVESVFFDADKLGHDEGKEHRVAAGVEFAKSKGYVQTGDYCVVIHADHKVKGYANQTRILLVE
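Kinase-Glo luminescence read after 1 h RT reaction of 0.1 nM LmPK with 0.5 mM PEP and 0.1 mM ADP. Activity scaled between uninhibited and enzyme-free controls.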
AMA1-RON2 inh – inhibitors of Plasmodium falciparum AMA1-RON2 interaction | AlphaScreen AMA1-biotinylated RON2 peptide binding | Potency, µM (top dose mostly 58.2 µM), for the others: at the highest dose activity change, negative = inhibition, usual class: inhibitors | 360,000 compounds, 0.2% hits | AID 720542;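 note: potency is the fitted concentration of half-maximal effect; 0% = vehicle wells and -100% = peptide control; nearly all actives have a fitted effect of over 45% in size; some results filed as inactive show a strong effect at the top dose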
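AMA1 (3D7) with his tag at 25 nM final met compounds first, then biotinylated RON2 peptide at 25 nM; detection used donor plus acceptor beads, 10 µg/mL apiece, read by AlphaScreen after 30 min at room temperature.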
HCMV inh – blocks human cytomegalovirus replication; HFF cells, HCMV-luciferase reporter, 72 h; hits give low values; 410,000 compounds, 4.5% hits; activity change, negative = inhibition, % at 57.5 µM; in the data active = activity change below about -60%; inconclusive = no clear call, values can overlap the other calls; inactive = above about -39%
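Two compound doses tested in HFFs infected with HCMV-luciferase, MOI 1 PFU/cell, 72 h at 37C. Lysate luminescence read with OneGlo; data normalized against buffer-only and 10uM Salinomycin inhibitor controls.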
* = called active by the depositor; ? = inconclusive; nt = no result given; [ ] = dose if it differs, or a comment. Unless noted, calls come from the whole dose curve; as a rule, active = well fitted curve in the direction sought with a large enough effect; inconclusive = small, poorly fitted or top-dose-only effect, or another doubt; inactive = no such curve, though single readings can be large; an effect the other way counts as inactive or inconclusive. Unless noted, % is set by controls: 0 for no effect and ±100 for the full control effect.

Every second line gives: TbPYK inhibitor | AmpC no deterg | AmpC detergent | Sm TGR block | LmPK inh | AMA1-RON2 inh | HCMV inh
CCCCC[C@@H](C)N1C[C@@H](COCc2ccccc2)Oc2cc(N3CC[C@@H](N(C)C)C3)ccc2S1(=O)=O
    5.0% | nt | nt | nt | nt | ? | -20.4
COc1cc2c(cc1OC)CN(C(=O)c1cccc([N+](=O)[O-])c1)CC2
    -20.4% | 0.1% | 1.6% | -6.4% | 5.9% | -3.1% | -28.2
Cc1cc(C)c(NC(=O)CN2CCCCCC2)c(C)c1
    1.9% | -20.6% | 4.1% | -10.3% | -4.1% | 11.2% | -39.4
CCCOc1ccc(C2c3c(oc4ccc(F)cc4c3=O)C(=O)N2CCc2ccc(OC)cc2)cc1 (stereo unspecified)
    1.3% | nt | -10.2% | 9.7% | nt | nt | -4.0
CC1CCC(C(=O)NC(C(=O)OCC(=O)c2ccccc2)C(C)C)CC1 (stereo unspecified)
    5.8% | nt | 15.1% | 0.6% | nt | nt | -28.3
CCOC(=O)c1cn(-c2ccccc2CO)c2c(F)c(F)c(F)cc2c1=O
    -1.2% | -31.9% | -13.5% | -2.6% | -2.2% | 1.9% | -1.9
COc1ccc(Br)cc1S(=O)(=O)Nc1ccc(Cl)cn1
    -1.8% | -28.6% | 4.3% | -15.8% | -0.7% | -1.0% | 23.2
COc1ccccc1-c1cn(-c2ccccc2)c(=S)[nH]1
    ? | -29.9% | 2.1% | -12.6% | -4.9% | 56.2%[activator] | -13.8
COc1ccc(C2C(C(=O)Nc3ccc(C)cc3C)=C(C)Nc3nc4ccccc4n32)c(OC)c1 (stereo unspecified)
    0.9% | nt | 22.2% | 5.2% | nt | nt | -5.2
CCOC(=O)c1cnc2ccc(C)cc2c1OCc1cc(F)cc(F)c1
    1.8% | -26.4% | ? | 2.8% | -3.3% | -6.3% | 20.7
CCCCC(CCCC)=N/N=C/c1c(O)n(CC)c2cc(C3=NNC(=O)CC3)ccc12
    -13.4% | -11.1% | -0.6% | 0.0% | -4.2% | 5.9% | 19.4
CC(=O)Nc1nc(-c2ccc(Cl)cc2)nc(C)c1C(C)=O
    -1.9% | 9.8% | ? | -25.1% | 2.9% | -23.0% | 236.4
CN(C)S(=O)(=O)n1cc(/C=C(\NC(=O)c2ccccc2F)C(=O)NCCCN2CCOCC2)c2ccccc21
    -0.7% | 178.2%[activator] | -13.7% | 0.9% | -5.3% | -9.4% | -12.3
CN1CCN(C(=O)/C(=C\c2cccs2)NC(=O)c2ccco2)CC1
    -7.8% | -1.0% | -6.8% | 3.2% | -2.2% | 2.5% | 6.9
Cc1ccnc(NS(=O)(=O)c2ccc(NS(=O)(=O)c3ccccc3)cc2)n1
    6.4% | -14.4% | ? | 4.7% | -3.6% | 12.2% | 24.5
O=S(=O)(c1cccc2nsnc12)N1CCCC1
    -6.2% | 53.0% | 2.3% | -38.2% | 3.9% | 2.7% | 12.0
CCOc1ccc(N(CC(=O)N2CCOCC2)S(=O)(=O)c2ccc(F)cc2)cc1
    0.3% | 37.8% | ? | -15.0% | 7.6% | -3.7% | -16.8
CC(C)Cc1nnc(NC(=O)CCNC(=O)c2ccco2)s1
    1.4% | -15.0% | -1.9% | -0.8% | 1.1% | -3.6% | 34.6
COc1ccc2c(=O)c3c(=O)n(Cc4ccco4)c(-c4ccco4)nc3oc2c1
    -13.6% | -16.0% | 1.2% | 39.8µM* | 2.7% | -25.5% | 0.5
Cn1c(N)c(C(=O)COC(=O)CNC(=O)c2ccccc2F)c(=O)n(C)c1=O
    -6.8% | -11.4% | nt | nt | nt | -17.8% | -29.4
O=C(c1ccccc1)c1ccc(N=Nc2c(O)[nH]c(=O)[nH]c2=O)cc1
    -5.2% | -33.1% | -1.1% | 1.0% | -4.2% | 11.2% | -33.2
CCOC(=O)N1CCN(C(=O)c2ccc(C)c(S(=O)(=O)Nc3cccc(C)c3C)c2)CC1
    -4.1% | 54.1% | -14.6% | -1.7% | -10.1% | -0.8% | 32.6
NC(=O)c1ccc(-c2ccc(Br)cc2)o1
    -1.8% | -15.1% | ? | 39.8µM* | -2.8% | -1.6% | 51.5
Cc1ccc(CNC(=O)CCC2CCCN(Cc3c(C)nn(C(C)C)c3C)C2)o1 (stereo unspecified)
    -1.6% | 17.6% | 4.8% | 9.7% | 2.6% | -1.8% | 12.7
O=C(c1ccccc1)N1CCN(C(=O)c2ccccc2)c2ccccc21
    -9.0% | nt | nt | nt | nt | 4.9% | -99.8*
Cc1cc(-c2ccccc2)n2nc(-c3ccccc3)cc2n1
    0.4% | nt | 8.3% | 10.0% | nt | nt | -2.3
COC(=O)c1sc(SC)c(S(=O)(=O)C(C)C)c1N/N=C(\C#N)S(=O)(=O)c1ccccn1
    0.0% | 2.2% | -0.8% | 0.6% | 1.9% | -21.2% | 35.3
CC1=C(C(=O)Nc2ccc(C)cc2C)C(c2ccc(C(=O)O)cc2)n2nc(SCc3ccccc3)nc2N1 (stereo unspecified)
    4.2% | nt | -2.0% | -0.5% | nt | nt | -6.4
N#CC1=C2N=C(N)c3c(sc4c3CCCCC4)N2C2=C(C(=O)CCC2)C1c1ccccc1 (stereo unspecified)
    -17.1% | -23.6% | 4.9% | -33.0% | 7.2% | 8.8% | 31.4
C=CCOc1c2ccc(C(=O)NCCc3ccc(C)cc3)cc2nn1C
    -3.8% | -9.3% | 2.5% | -4.5% | -4.6% | 6.9% | -30.8

Arranged by count of non-hydrogen atoms (high to low): part of the list above
Every second line gives: TbPYK inhibitor | AmpC no deterg | AmpC detergent | Sm TGR block | LmPK inh | AMA1-RON2 inh | HCMV inh
CCCCC(CCCC)=N/N=C/c1c(O)n(CC)c2cc(C3=NNC(=O)CC3)ccc12
    -13.4% | -11.1% | -0.6% | 0.0% | -4.2% | 5.9% | 19.4
CC1CCC(C(=O)NC(C(=O)OCC(=O)c2ccccc2)C(C)C)CC1 (stereo unspecified)
    5.8% | nt | 15.1% | 0.6% | nt | nt | -28.3
Cc1cc(-c2ccccc2)n2nc(-c3ccccc3)cc2n1
    0.4% | nt | 8.3% | 10.0% | nt | nt | -2.3
CC(=O)Nc1nc(-c2ccc(Cl)cc2)nc(C)c1C(C)=O
    -1.9% | 9.8% | ? | -25.1% | 2.9% | -23.0% | 236.4
NC(=O)c1ccc(-c2ccc(Br)cc2)o1
    -1.8% | -15.1% | ? | 39.8µM* | -2.8% | -1.6% | 51.5

(further entries)
Every second line gives: TbPYK inhibitor | AmpC no deterg | AmpC detergent | Sm TGR block | LmPK inh | AMA1-RON2 inh | HCMV inh
O=C(Cc1ccc(Br)cc1)NC1CCCc2ccccc21 (stereo unspecified)
    5.1% | -21.8% | -1.5% | 6.4% | -4.2% | 7.3% | 11.9
COc1ccccc1N(C)S(=O)(=O)c1ccc(C(=O)NC2CCCCCC2)cc1
    10.3% | -52.7% | 5.2% | 5.3% | 5.1% | -4.9% | -30.1
COc1cccc(NC(=O)c2oc3ccccc3c2NC(=O)c2ccc(OC(C)C)cc2)c1
    -0.3% | nt | 11.3% | 5.0% | nt | nt | 52.5
CCOc1ccc(CNC(=O)Cn2ccc3cc(S(=O)(=O)N4CCCCC4)ccc32)cc1
    2.0% | nt | 17.6% | 0.9% | nt | nt | 0.5
CC(C)Sc1nnc(SCC(=O)NCCCN2CCCC2=O)s1
    -4.8% | -12.5% | 4.9% | -4.7% | nt | 13.2%[11.6 µM] | ?
Cc1ccc2c(c1)-c1nc(-c3ccccc3)cc(-c3ccccc3)c1CO2
    -4.3% | nt | 0.3% | 4.8% | nt | nt | -0.3
CCn1nc(C(=O)OCC(=O)c2cc(C)n(Cc3cccs3)c2C)c2ccccc2c1=O
    -3.4% | 1.3% | 0.7% | -18.1% | -3.6% | -14.7% | 12.2
Cc1cccc(NC(=O)COC(=O)c2nn(-c3ccccc3C(F)(F)F)cc2O)c1C
    4.7% | nt | nt | nt | nt | -0.9% | -16.3
Cc1cc(C)n(CCNC(=O)CC2C(=O)NCCN2Cc2ccc(C)o2)n1 (stereo unspecified)
    -0.7% | 8.8% | -7.4% | 39.8µM* | 7.1% | -8.1% | ?
Cc1ccc(C(=O)N2CCN(Cc3ccc4c(c3)OCO4)CC2)cc1[N+](=O)[O-]
    -2.8% | 62.4%[activator] | -1.8% | 1.0% | 0.4% | 3.1% | ?
O=S(=O)(O)c1cccc2c(N=Nc3ccc(O)c4ncccc34)cccc12
    -14.1% | -47.4% | -11.7% | -30.8% | -5.1% | -89.4% | nt
CNC(=S)N1CCC(NC(=O)c2ccco2)CC1
    nt | -4.4% | -2.0% | 5.4% | -4.8% | nt | nt
CCCN(CC1CC1)c1cc2c(c3c1ccn3C)C1CCC2O1 (stereo unspecified)
    -2.8% | nt | nt | nt | nt | ? | -13.3
COc1ccccc1NC(=O)C1=C(C)Nc2nnnn2C1c1ccccn1 (stereo unspecified)
    3.0% | 0.7% | 4.1% | 3.8% | 3.5% | -19.5% | -21.5
COc1ccc2cc(S(=O)(=O)NCc3cccnc3)ccc2c1
    -16.0% | -23.2% | -3.3% | -3.4% | -2.5% | 1.9% | ?
Cc1nnc(SCc2ccccc2)c2cc3sccc3n12
    2.2% | nt | 10.5% | 1.9% | nt | nt | 79.8
C=CCNc1sc(C(=O)c2ccc(C)cc2)c(N)c1C#N
    3.6% | -31.6% | -9.7% | -28.6% | 2.5% | -3.5% | -20.9
CCCOc1ccc(-c2nc(OC)c3ccccc3n2)cc1
    -7.1% | -21.0% | 3.4% | -32.0% | -0.8% | 4.4% | 55.4
O=C(C[C@H]1C[C@@H]2c3cc(NC(=O)C4CCC4)ccc3O[C@@H]2[C@H](CO)O1)NC1CCCCC1
    -7.5% | nt | nt | nt | nt | 3.1% | 51.6
COc1ccc(OC)c2sc(NC(=O)c3ccc(Br)s3)nc12
    0.4% | -3.9% | ? | -0.2% | 5.0% | 3.1% | -23.3
CCOC(=O)C1CCCN(C(=O)c2ccc3c(c2)sc2nc(-c4ccc(CC)cc4)cn23)C1 (stereo unspecified)
    -1.0% | nt | 3.1% | -4.1% | nt | nt | nt
